Screens: PubChem BioAssay, several laboratories
IDE cell inh: human IDE inhibitors in live cells, primary screen, fluorescence polarization, HEK cells, FAbetaB substrate; hit rate 0.41% among 320,000; inhibition, % at 5.59 µM; FAbetaB cleavage; Insulin-degrading enzyme (Homo sapiens), P14735;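 active = percent inhibition above the average of all tested compounds plus 3 SD, set per screening campaign, cut at about 16% in these data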;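 also: IDE supplied by intact live HEK cells; FP after avidin binding of uncleaved biotin substrate so inhibition keeps polarization high; 0% = DMSO wells and 100% = 60 µM reference IDE inhibitor Ii1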
CRFBP-R2 block: antagonists of CRF-BP/CRF-R2 complex, primary screen, cell-based, HEK293, calcium dye fluorescence, uHTS | AID 588475, 2011 | inhibition, % at 11.8 µM | CRF-induced calcium fluorescence | hit rate 0.59% among 350,000;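 active = inhibition of the ligand-induced calcium signal above about 50% at the single tested concentration, limit read from the data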
M4 PAM: human M4 muscarinic receptor positive allosteric modulators, primary screen, CHO-K1 cells, Fluo-8 calcium fluorescence | Muscarinic acetylcholine receptor M4 (Homo sapiens), P08173 | CHO-K1 hM4/Gqi5, ACh EC20; 0% = ACh EC20, 100% = maximal ACh | activation, % at 3 µM | hit rate 0.4% among 360,000;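 active = activation above its plate's cutoff, the mean activation of sample wells plus 3 SD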; also: some results filed as inactive read as strong as hits
Target sequence (P08173 whole entry, looked up): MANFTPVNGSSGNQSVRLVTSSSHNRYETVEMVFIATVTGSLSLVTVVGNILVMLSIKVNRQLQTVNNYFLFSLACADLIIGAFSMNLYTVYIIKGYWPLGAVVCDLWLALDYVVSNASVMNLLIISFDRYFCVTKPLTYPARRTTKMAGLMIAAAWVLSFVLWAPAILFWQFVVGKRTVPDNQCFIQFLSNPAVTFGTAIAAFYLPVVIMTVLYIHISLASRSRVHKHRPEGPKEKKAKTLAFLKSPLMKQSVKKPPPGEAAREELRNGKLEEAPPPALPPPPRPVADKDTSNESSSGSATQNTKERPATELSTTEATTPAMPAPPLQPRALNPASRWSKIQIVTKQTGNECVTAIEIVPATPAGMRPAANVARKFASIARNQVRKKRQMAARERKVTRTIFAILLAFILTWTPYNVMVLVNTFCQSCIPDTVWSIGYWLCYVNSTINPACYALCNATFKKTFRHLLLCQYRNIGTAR
MEKK3 PB1 HTS: modulators of MEKK3-MEK5 PB1 binding, primary screen, biochemical, wildtype MEKK3, multiplex bead flow cytometry, Alexa488-MEK5 | binding response (% of control), % at 10 µM | hit rate 1.4% among 290,000 | Mitogen-activated protein kinase kinase kinase 3 (Homo sapiens), Q99759 | bead-based flow cytometry, Alexa488-MEK5 binding to MEKK3; actives lie on both sides; 0 = blocked by unlabeled MEK5, 100 = vehicle | AID 1529, 2009;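 active = binding response more than 3 SD above or below the average of its plate-row segment, actives on both sides; inconclusive = wells at one plate position flagged as instrument error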;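 also: Alexa488 bead fluorescence after subtracting the streptavidin-only scavenger bead signal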
PHOSPHO1 block: PubChem AID 1565; recombinant PHOSPHO1, absorbance phosphatase assay; inhibition, % at 13.3 µM; hit rate 1.1% among 290,000; in the data active = inhibition above about 60%
Target sequence (Q8TCT1 whole entry, looked up): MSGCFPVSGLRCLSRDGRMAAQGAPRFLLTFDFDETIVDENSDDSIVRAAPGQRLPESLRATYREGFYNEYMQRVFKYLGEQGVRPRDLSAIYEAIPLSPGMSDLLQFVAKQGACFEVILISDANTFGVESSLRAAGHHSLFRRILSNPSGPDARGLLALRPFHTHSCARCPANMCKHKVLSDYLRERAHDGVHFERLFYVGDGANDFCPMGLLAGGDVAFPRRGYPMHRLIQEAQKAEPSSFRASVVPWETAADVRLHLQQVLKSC
IDE act: human IDE activators in live cells, primary screen, fluorescence polarization, HEK cells, FAbeta-B substrate | Insulin-degrading enzyme (Homo sapiens), P14735 | FAbeta-B cleavage; 0% vehicle, 100% cell-free pure enzyme wells | activation, % at 5.96 µM | hit rate 0.073% among 340,000 | AID 493087, 2011;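 active = activation above the mean of all tested compounds plus 3 SD, set per screening campaign, cut at about 17% in these data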
CRFBP-R2 agonist: agonists of CRF-BP/CRF-R2 complex, primary screen, cell-based, HEK293, calcium dye fluorescence, uHTS. hit rate 0.46% among 350,000. CRF-binding protein / CRF receptor 2 complex (human). calcium dye fluorescence (FLIPR); percent of saturating CRF peptide response. activation, % at 13.2 µM;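 active = activation of at least 50%, plus an integration ratio under a set limit after plate pattern correction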;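 also: plate controls were neutral control wells without compound for no effect and CRF at EC100 for full effect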
GalR3 antag: GalR3 antagonists in HEK293 cells, primary screen, cell-based, fluorescence readout; Galanin receptor type 3 (Homo sapiens), O60755; HEK293 GalR3-CNG cAMP membrane potential fluorescence; galR3 body fused to GalR1 C-terminus; inhibition, % at 3 µM; hit rate 0.44% among 360,000; AID 651719, 2012;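 active = inhibition above the screen-wide average plus 3 SD, cut at about 13% in these data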;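 also: forskolin and galanin both at EC90 stimulate the cells; cAMP rise reported by CNG channel membrane potential dye signal; 0% = forskolin plus galanin with DMSO and 100% = forskolin alone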
Target sequence (O60755 1-299 limits assumed): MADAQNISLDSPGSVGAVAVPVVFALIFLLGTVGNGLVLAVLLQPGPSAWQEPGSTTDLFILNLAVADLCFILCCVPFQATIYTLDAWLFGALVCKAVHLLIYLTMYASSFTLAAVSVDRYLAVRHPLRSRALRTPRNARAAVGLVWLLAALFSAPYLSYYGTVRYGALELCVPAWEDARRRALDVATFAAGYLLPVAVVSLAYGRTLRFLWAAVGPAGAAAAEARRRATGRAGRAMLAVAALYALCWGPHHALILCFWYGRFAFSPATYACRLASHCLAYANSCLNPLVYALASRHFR
p-CIP stab down: p/CIP-EGFP fusion destabilizers, primary screen, fluorescence, F442A cells; Q05BA5; 16 h; decrease of EGFP signal, % at 10 µM; hit rate 0.01% among 290,000;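 active = EGFP signal decrease of at least 30% at 10 µM or well 3 SD below plate mean, unless failing retest; inactive = the rest, including hits failing retest or dose response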; also: some compounds called inactive have numbers as strong as hits; many of its hits are not listed in these tables
* = called active by the depositor; u = inconclusive; x = not tested or not shown.

SMILES	IDE cell inh	CRFBP-R2 block	M4 PAM	MEKK3 PB1 HTS	PHOSPHO1 block	IDE act	CRFBP-R2 agonist	GalR3 antag	p-CIP stab down
O=C(Nc1nccs1)c1ccc(-c2ccccc2[N+](=O)[O-])o1	-1	10	-1	98	28	0	0.9	1	1
Cc1ccc(NC(=O)C2CC(=O)N(C(C)C)C2)cc1Cl (stereo unspecified)	3	-6	-7	96	45	-4	1.8	-1	-3
CCc1ccc(C(C)NC(=O)c2ccc3c(c2)OCO3)cc1 (stereo unspecified)	-6	2	-5	103	51	2	0.1	-6	5
Cc1ccc2c(c1)N(Cc1ccncc1)C(=O)C(C)O2 (stereo unspecified)	-2	7	8	98	5	-7	-4.0	-4	0
CCC(c1nnnn1C1CCCCC1)N(Cc1ccco1)Cc1cc2ccc(OC)cc2[nH]c1=O (stereo unspecified)	x	14	1	106	-56	4	-2.9	-1	4
Cc1ccc(NC(=S)NNC(=O)c2cn(C)nc2C)cc1	2	13	-6	97	89*	2	-1.7	1	3
Cc1cc(C(=O)CCC(=O)N2CCN(S(=O)(=O)c3ccccc3)CC2)c(C)s1	4	-4	-2	x	x	3	0.5	1	x
CCN1C(=O)[C@H]2[C@H]3CN=C(SCC4CC4)N3[C@@](Cc3ccccc3)(C(=O)OC)[C@H]2C1=O	x	4	-2	x	x	5	-3.0	-4	x
CCN(CC)S(=O)(=O)c1ccc2nc(NC(=O)c3ccco3)sc2c1	0	-6	-3	108	-10	2	-0.6	-6	-6
Cc1ccccc1NS(=O)(=O)c1ccc(OCC(=O)N2CCCCC2)cc1	9	-7	5	103	3	1	0.6	-4	0
O=C(C=Cc1ccc2c(c1)OCO2)c1ccccc1	x	1	-2	x	x	-7	0.7	0	x
O=C(Nc1nnc(S(=O)(=O)N2CCOCC2)s1)c1ccccc1F	0	-4	2	105	12	2	-0.7	-11	-9
O=C(Nc1ccc(Cl)c(C(F)(F)F)c1)[C@@H]1CC=C[C@@H]2CCN(Cc3ccc(Cl)c(Cl)c3)C(=O)[C@@H]21	4	-3	7	104	x	3	2.1	-3	x
Cc1cc(C)c(C#N)c(SCC(=O)N2CCCCC2)n1	5	7	-7	102	11	2	-0.3	-4	-4
C=CCN(c1ccc(C(=O)Nc2ccc(C)c(C)c2)cc1)S(C)(=O)=O	-1	-7	7	99	-7	5	-3.1	-4	3
Cc1cc(C)cc(C(=O)N(NC(=O)Nc2ccc(Cl)cc2)C(C)(C)C)c1	-1	-14	6	98	1	2	19	-4	0
Cc1ccc(C)c(Cn2c(C(=O)OC(C)C)cc3c2ccn3C)c1	-6	-12	-6	104	8	0	0.2	-4	-10
CCOc1ccc(CCNC(=O)CCNC(=O)c2ccc(Br)cc2)cc1OCC	0	-2	-3	99	-72	7	-0.3	-3	-4
COc1cc(C(=O)NCCOc2cc(C)cc(C)c2)c(Br)c(OC)c1OC	1	23	-4	99	19	1	-3.0	1	-5
CC1=CC(=C2N=C(c3ccccc3)OC2=O)C=C(C)O1	2	8	3	104	16	3	-0.4	-4	4
Cc1ccc(Cn2c(=N)c(C(=O)NCc3ccco3)cc3c(=O)n4ccccc4nc32)cc1	5	4	-7	x	20	-5	7.0	-7	-33
CCN(C(=O)COC(=O)c1ccc(Cl)c(N)c1)C1CCS(=O)(=O)C1 (stereo unspecified)	0	-4	-2	98	4	-1	5.1	6	15
Cc1cccc(-c2noc(CN(C)C(=O)c3ccc4c(c3)OCO4)n2)c1	4	-22	1	105	20	3	0.2	-9	-2
c1ccc([C@H]2CC3C[C@@H](c4ccccc4)N2O3)cc1	2	1	2	89	-16	3	0.2	5	-12
O=C(CSc1nnc(Cn2nnc(-c3ccccc3)n2)n1-c1ccccc1)Nc1ccc(F)cc1	2	-20	7	104	-7	-3	-0.5	-5	-17
(more compounds)
SMILES	IDE cell inh	CRFBP-R2 block	M4 PAM	MEKK3 PB1 HTS	PHOSPHO1 block	IDE act	CRFBP-R2 agonist	GalR3 antag	p-CIP stab down
N#CCCN(Cc1cccnc1)C(=S)NC1CC2C=CC1C2 (stereo unspecified)	1	-1	-13	94	8	4	0.3	-4	-2
O=C(O)C1CCCCC1C(=O)NCc1ccccn1 (stereo unspecified)	-3	3	9	102	47	1	1.7	-4	-7
CCc1ccc(CN2C(=O)c3ccccc3C2C(=O)NC(C)CC)cc1 (stereo unspecified)	4	-4	1	102	-14	2	-1.0	-6	1
Cc1ccc(Nc2nnc(SCc3ccccc3)s2)cc1	2	-22	-5	108	-4	2	4.5	-3	-13
CCC1COC(c2cccn2Cc2ccc(Cl)cc2)=N1 (stereo unspecified)	2	-27	-9	76	-30	2	-0.1	-3	-10
N#Cc1nc(-c2ccco2)oc1NCCCn1ccnc1	-3	1	0	108	-3	13	-1.1	-2	2
Cc1ccc(-n2c(-c3ccccc3)n[nH]c2=S)cc1	2	-7	4	91	-16	7	-1.4	-8	10
CN(N)c1nc(-c2ccccc2)cc(-c2ccccc2)n1	6	-13	-2	105	x	12	0.6	-11	6
COC(=O)c1sccc1NC(=O)c1csc(C)c1	2	-8	3	103	11	0	1.5	-3	-9
CCOc1cc(/C=N\NC(=O)c2ccc(NC(=O)CC)cc2)ccc1OC(=O)c1ccccc1	3	6	0	100	9	3	0.6	-6	4
O=C(NCc1ccc2c(c1)OCO2)c1cc(-n2cnnc2)ccc1Cl	0	-6	-5	100	-7	7	1.5	-5	-4
Cc1cccc(C(=O)N2CCN(Cc3ccc4c(c3)OCO4)CC2)c1	4	13	2	104	-11	8	-2.1	x	-6
COc1cc(CN2CCN(C(=O)c3ccccc3F)CC2)cc(OC)c1OC	x	-5	-4	108	19	9	-1.0	-9	4
CCc1ccc(NC(=O)CN(C)S(=O)(=O)c2ccc3[nH]c(=O)oc3c2)cc1	2	-1	-7	94	-10	-3	-1.5	x	-4
Cc1cccc(S(=O)(=O)N(C)C[C@@H]2OCc3cn(nn3)CCCC(=O)N([C@H](C)CO)C[C@H]2C)c1	x	13	3	x	x	x	-0.2	-7	x
O=C(c1ccc(S(=O)(=O)N2CCCC2)cc1)N(c1ccccc1)C1C=CS(=O)(=O)C1 (stereo unspecified)	0	-12	1	103	28	0	0.2	3	-9
Cc1c(NC(=O)c2ccc(N(C)S(C)(=O)=O)cc2)c(=O)n(-c2ccccc2)n1C	4	2	1	101	28	-4	-0.1	0	-7
C/C(Cl)=C\Cn1c(O)c(N=NC(N)=S)c2ccccc21	6	-13	-3	98	30	-5	-0.1	-2	-8
O=C(CCCN1CCN(c2ccccc2)CC1)c1ccc(F)cc1	x	-19	0	x	x	x	2.0	5	x
CCCCCC(=O)Nc1ccc(-c2csc(N)n2)cc1	-3	16	-9	102	56	-4	-1.6	-4	-4
Oc1ccc(NCc2ccccc2OCc2ccccc2)cc1	-5	-15	4	97	-9	-2	0.1	-4	-12
Nc1ncnc2c1ncn2[C@@H]1O[C@H](CNCc2cccc(C#Cc3ccccc3)c2)[C@@H](O)[C@H]1O	x	-9	-2	x	x	-1	-0.2	-2	x
CC(C)Cc1cc(C(=O)Nc2cc(Cl)ccc2Cl)no1	-1	17	5	x	-18	-5	2.4	x	-6
CSc1nc2sc3c(c2c(=O)n1C)CCC3	-2	-1	-2	104	x	0	0.1	-6	1
COc1cc(C(=O)NC(=S)Nc2cccc(-c3cc4ccccc4oc3=O)c2)cc(OC)c1OC	-4	-15	-4	103	14	5	2.4	-2	-17

Only IDE act, MEKK3 PB1 HTS and GalR3 antag, for 3 of the compounds above:
mol | IDE act | MEKK3 PB1 HTS | GalR3 antag
Cc1cc(C)cc(C(=O)N(NC(=O)Nc2ccc(Cl)cc2)C(C)(C)C)c1 | 2 | 98 | -4
Cc1cccc(C(=O)N2CCN(Cc3ccc4c(c3)OCO4)CC2)c1 | 8 | 104 | x
Cc1ccc(NC(=S)NNC(=O)c2cn(C)nc2C)cc1 | 2 | 97 | 1

(next part)
SMILES	IDE cell inh	CRFBP-R2 block	M4 PAM	MEKK3 PB1 HTS	PHOSPHO1 block	IDE act	CRFBP-R2 agonist	GalR3 antag	p-CIP stab down
CC(C)CNS(=O)(=O)c1ccc(CCC(=O)NC2CCCCC2)cc1	6	1	1	x	x	3	0.3	8	x
Cc1cccc(CCNC(=O)C2CCCN(c3ncnc4c3nc3n4CCCCC3)C2)c1 (stereo unspecified)	1	-6	3	98	32	3	-2.6	-5	-15
Nc1c(C(=O)Nc2ccccc2F)sc2nc(Cc3ccccc3)cc(C(F)(F)F)c12	0	-52	2	99	17	1	43	-6	-67
Cc1nc2ncnn2c(C)c1CCC(=O)N1CC(C)CC(C)C1 (stereo unspecified)	0	3	-7	u	6	1	-1.8	-2	-9
COc1ccc(C2CC(c3cccs3)=NN2C(=O)CSc2nc(=O)n3cc(C)ccc3n2)cc1 (stereo unspecified)	8	9	-4	x	x	0	2.6	-3	x
Cc1c(OCC(=O)NCc2cccnc2)ccc2c3c(c(=O)oc12)CCCC3	1	-6	7	102	31	2	0.8	-8	5
CC(=O)Nc1ccc(NC(=O)C(C)OC(=O)CSCc2cccc(Cl)c2)cc1 (stereo unspecified)	2	-11	2	x	x	3	-1.0	-3	x
CCCS(=O)(=O)N1CCCC(C(=O)NCCc2cccc(C)c2)C1 (stereo unspecified)	5	-1	-2	101	38	3	-3.2	-8	-1
O=C(O)c1cc2c(ccc3ccccc32)[nH]1	3	14	10	109	-6	4	-1.6	1	-4
CN(C)CCNc1ncnc2c1sc1nc(-c3ccccc3)c3c(c12)CCCC3	1	22	-7	102	20	32*	2.4	1	-18
NC(=O)COc1ccc(C(=O)/C=C2/C(=O)Nc3ccccc32)cc1	-2	2	-8	109	18	-2	0.7	-11	-12
COC(=O)c1ccc(-n2c(C)nc(=O)c(-c3ccccc3)c2C)cc1	0	10	-3	103	-8	0	-3.2	2	-3
CCCCn1c(N)c(N(CC(C)C)C(=O)C2CC(=O)N(Cc3ccco3)C2)c(=O)[nH]c1=O (stereo unspecified)	-4	0	14	100	-126	5	2.3	1	-11
CN(C)P(=NC(=O)COc1ccc(Cl)cc1Cl)(N(C)C)N(C)C	-1	-1	5	90	-11	2	1.7	x	2
COc1ccc(/C(O)=C2/C(=O)C(=O)N(Cc3cccnc3)C2c2ccncc2)cc1F (stereo unspecified)	0	-15	1	97	-7	0	1.1	-1	9
CC1CCCN(S(=O)(=O)Cc2ccc(Cl)cc2)C1 (stereo unspecified)	1	12	-9	94	9	-3	-1.0	-3	-2
Cc1[nH]c2ccccc2c1C(=O)CN1CCCC1	0	-20	0	99	11	0	6.5	0	-12
N#Cc1ccccc1S(=O)(=O)N1CCN(c2ccc(S(=O)(=O)N3CCOCC3)cn2)CC1	0	-8	-2	99	-11	5	2.2	-1	-12
C=Cc1ccc(COC(=O)c2cn(CC)c3nc(C)ccc3c2=O)cc1	-1	-1	1	105	44	1	-1.2	-10	4
CCOC(=O)CN(C(=O)Cn1nnc(-c2ccc(C)cc2)n1)C(CC)C(=O)NC1CCCC1 (stereo unspecified)	2	5	9	104	-12	-11	-1.0	-4	-13
c1ccc(CN2C3=NCCN3c3ccccc32)cc1	-1	11	-1	90	9	5	-1.2	-2	-1
